Compound activity from PubChem.
BAZ2B inh = inhibitors of human BAZ2B bromodomain | AlphaScreen BAZ2B-H3K14Ac peptide displacement | Q9UIF8 | 360,000 compounds, 4.4% hits | Potency, µM (titrated, usually from 114 µM), for inactives: at the highest dose activity change, negative = inhibition, actives largely listed as inhibitors; also: % is scaled to controls: 0 for no effect and ±100 for the full control effect; nearly all actives have a fitted effect of over 60% in size
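Inhibition is scored as reduced AlphaScreen emission. The BAZ2B/b-H3(5-23)K14Ac complex (50 nM each) in PBS pH 7.4, 0.01% Tween-20 meets compound (up to 110 uM) for 30 min at RT before bead addition.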
APE1 inh = APE1 (human) endonuclease inhibition | P27695 | recombinant APE1, TAMRA/BHQ-2 abasic DNA cleavage fluorescence | Potency, µM (top dose mostly 65.8 µM), for inactives: top-dose activity change, negative = inhibition, most hits filed as inhibitors | 350,000 compounds, 0.35% hits;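 also: plate controls were vehicle for no effect and reference inhibitor for full effect; nearly all actives have a fitted effect of over 55% in size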
Target sequence (P27695 whole entry, looked up): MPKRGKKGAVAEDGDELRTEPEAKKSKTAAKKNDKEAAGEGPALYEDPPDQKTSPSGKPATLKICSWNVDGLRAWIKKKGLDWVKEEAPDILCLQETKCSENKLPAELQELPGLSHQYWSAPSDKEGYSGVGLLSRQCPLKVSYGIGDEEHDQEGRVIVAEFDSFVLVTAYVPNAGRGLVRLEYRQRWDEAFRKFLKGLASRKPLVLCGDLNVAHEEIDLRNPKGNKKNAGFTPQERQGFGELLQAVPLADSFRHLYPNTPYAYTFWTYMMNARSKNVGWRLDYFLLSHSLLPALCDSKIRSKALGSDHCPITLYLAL
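Readout is kinetic fluorescence (ex 525, em 598 nm) from cleavage of 50 nM TAMRA/BHQ-2 THF abasic duplex by 0.75 nM APE1, compound added 15 min beforehand at RT.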
Pol beta inh = DNA polymerase beta (human) inhibition | Pol beta primer extension/strand displacement, fluorescence kinetic | Potency, µM (series often up to 114 µM), for the others: top-dose activity change, negative = inhibition, hits mostly inhibitors | 340,000 compounds, 1.3% hits | AID 485314; also: % is scaled to controls: 0 for no effect and ±100 for the full control effect
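Preincubation: enzyme (10 nM) with compound, 15 min, RT. Reaction: substrate added to 50 nM final. Reads: 0 and 10 min. Analysis: normalized, Hill fit.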
JMJD2A Tudor = JMJD2A Tudor domain (human) inhibition. O75164. AlphaScreen JMJD2A-Tudor / H3K4me3 peptide binding. Potency, µM (titrated, usually from 114 µM), without a hit: at the top dose activity change, negative = inhibition, hits mostly inhibitors. 390,000 compounds, 4.4% hits. AID 504339; also: % is scaled to controls: 0 for no effect and ±100 for the full control effect; nearly all actives have a fitted effect of over 50% in size
G9a inh = G9a (human) methyltransferase inhibition. G9a H3K9 monomethylation, AlphaScreen, 2 h. Q96KQ7. Potency, µM (series often up to 102 µM), inactives show at the top dose activity, negative = inhibition, most hits filed as inhibitors. AID 504332. 350,000 compounds, 8.8% hits; also: % is scaled to controls: 0 for no effect and ±100 for the full control effect; nearly all actives have a fitted effect of over 75% in size
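AlphaScreen detection with an anti-monomethyl H3K9 antibody quantified product after a 2 h room-temperature reaction containing 500 nM biotinylated H3K9 peptide, 20 µM SAM and 20 nM enzyme, which had been preincubated 15 min with compound.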
Pol eta inh = DNA polymerase eta (human) inhibition. 390,000 compounds, 1.2% hits. recombinant Pol eta, fluorescent DNA replication assay. Q9Y253. Potency, µM (highest dose often 114 µM), without a hit: top-dose activity change, negative = inhibition, usual class: inhibitors; also: % is scaled to controls: 0 for no effect and ±100 for the full control effect
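Pol eta at 10 nM preincubated with compounds 15 min at room temperature; reaction started with fluorescent substrate (50 nM final) and read kinetically at 0 and 10 min.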
POLI inh = inhibitors of human DNA polymerase iota | Potency, µM (highest dose often 115 µM), for the others: at the highest dose activity, negative = inhibition, hits mostly inhibitors | 390,000 compounds, 1% hits | Q9UNA4 | Pol iota fluorescent replication assay, 10 min | AID 588590
Target sequence (Q9UNA4 whole entry, looked up): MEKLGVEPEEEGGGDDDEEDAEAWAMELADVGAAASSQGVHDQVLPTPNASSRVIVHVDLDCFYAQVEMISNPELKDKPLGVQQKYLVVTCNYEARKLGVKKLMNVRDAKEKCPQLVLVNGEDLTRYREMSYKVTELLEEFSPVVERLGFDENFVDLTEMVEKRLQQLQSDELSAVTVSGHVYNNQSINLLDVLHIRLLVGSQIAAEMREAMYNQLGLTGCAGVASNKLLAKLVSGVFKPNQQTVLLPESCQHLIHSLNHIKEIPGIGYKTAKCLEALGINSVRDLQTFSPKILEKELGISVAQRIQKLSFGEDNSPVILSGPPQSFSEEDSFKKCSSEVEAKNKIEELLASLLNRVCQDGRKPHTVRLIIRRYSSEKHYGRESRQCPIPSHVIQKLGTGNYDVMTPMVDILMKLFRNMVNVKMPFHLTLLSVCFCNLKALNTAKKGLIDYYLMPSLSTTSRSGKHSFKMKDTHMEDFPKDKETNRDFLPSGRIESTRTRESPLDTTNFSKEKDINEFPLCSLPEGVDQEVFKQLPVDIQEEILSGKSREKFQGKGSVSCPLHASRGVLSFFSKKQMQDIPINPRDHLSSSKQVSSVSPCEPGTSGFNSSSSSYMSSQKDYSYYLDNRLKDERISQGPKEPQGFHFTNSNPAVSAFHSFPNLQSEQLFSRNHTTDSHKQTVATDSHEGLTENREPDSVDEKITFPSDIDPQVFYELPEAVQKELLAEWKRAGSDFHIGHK
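Fluorescent replication assay read twice, at 0 min and 10 min after adding 50 nM (final) substrate. Enzyme (10 nM) and compounds were first incubated 15 min at room temperature; enzyme-free buffer wells were negative controls.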
BLM helicase inh = Bloom syndrome helicase (human) inhibition. Potency, µM (titrated, usually from 56.1 µM), inactives show at the highest dose activity change, negative = inhibition, usual class: inhibitors. P54132. 350,000 compounds, 0.2% hits. recombinant BLM DNA unwinding, fluorescence dequenching;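 also: plate controls were vehicle for no effect and no enzyme for full effect; nearly all actives have a fitted effect of over 35% in size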
POLK inh = DNA polymerase kappa (human) inhibition. purified Pol kappa, fluorescent DNA synthesis assay, 10 min. Potency, µM (doses to about 107 µM), inactives show at the top dose activity, negative = inhibition, hits mostly inhibitors. Q9UBT6. AID 588579. 400,000 compounds, 0.53% hits; also: % is scaled to controls: 0 for no effect and ±100 for the full control effect
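Fluorescent qHTS in 1536-well format: enzyme (10 nM) and compound sat 15 min at room temperature before 50 nM substrate (final) was added. Signal taken at 0 and 10 min; no-enzyme buffer wells were negative controls.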
An asterisk follows results filed as active; u = inconclusive; x = no result given; [ ] = remark or other dose. Calls follow the shape of the dose curve; as a rule, active = well fitted curve in the direction sought with a large enough effect; inconclusive = small, poorly fitted or top-dose-only effect, or another doubt; inactive = no such curve, though single readings can be large; an effect the other way counts as inactive or inconclusive. Potency is read from the fitted curve at half-maximal effect. Some of the compounds tested; rates above refer to the full screens.

SMILES	BAZ2B inh	APE1 inh	Pol beta inh	JMJD2A Tudor	G9a inh	Pol eta inh	POLI inh	BLM helicase inh	POLK inh
S=c1[nH]nc(C2CCCCC2)n1/N=C/c1ccccc1	-38%	26%	-5%	56µM*	20µM*	-10%	26%	-3%	-22%
CCCSc1nc(-c2ccccc2)[nH]c1S(=O)(=O)c1ccc(C)cc1	-38%	x	8%	-30%	13µM*	-25%	4%	-12%	-11%
Cc1nn(-c2ccccc2)c(C)c1NC(=O)COC(=O)/C=C/c1ccccc1	11%	-5%	x	-6%	-32%	5%	8%	x	-8%
Cc1c2cnn(CC(=O)NCc3ccc(F)cc3)c(=O)c2c(C)n1Cc1cccc(Cl)c1	4%	x	u	-13%	-5%[59 µM]	-21%	u	-2%	-10%
CCOc1ccc(C(=O)COC(=O)C2CCN(c3ccc(C(F)(F)F)cn3)CC2)cc1	16%	-6%	x	14%	5%	-25%	28%	x	-6%
COc1ccc2cc(C(=O)N3CCOCC3)sc(=O)c2c1OC	-4%	-3%	1%	-14%	-6%	1%	-9%	0%	-11%
O=C(Nc1ccccc1Br)N1CCC(CN2CCCC2)CC1	4%	x	-8%	-21%	u	0%	-13%	4%	-9%[60.1 µM]
COC(CNC(=O)c1cc(C)nn1-c1ccccc1)OC	9%	5%	10%	-13%[57.1 µM]	-35%	4%	14%	-2%	-3%
O=C(CSc1ccc(-c2ccc(Cl)cc2)nn1)N1CCCc2ccccc21	-24%	3%	3%	-17%	8%	-21%	13%	-11%	-19%
c1ccc(Cc2nc3ccccc3o2)cc1	10%	2%	2%	10%	u	-3%	-17%	-4%	-2%
CCOc1ccc(OCC)c(NS(=O)(=O)c2cc(-c3onc(C)c3C)ccc2OC)c1	2%	x	4%	0%	6%[59 µM]	-19%	22%	0%	-4%
O=C(Cc1n[nH]c(=O)c2ccccc12)OCC(=O)c1ccc(F)cc1	3%	0%	x	-8%	-30%	-11%	15%	x	-1%
O=C(NCc1ccc(N2CCCC2=O)cc1)c1ccc(F)cc1	1%	2%	-23%	u	20%[59 µM]	-6%	84%[activator]	0%	9%
O=C(O)c1cccnc1C(=O)N1CCc2c([nH]c3ccccc23)C1C(F)(F)F (stereo not given)	-38%	3%	-12%	u	56µM*	-14%	159%[activator]	-8%	-5%
Cc1cc(C)cc(N2C(=O)CSC23C(=O)N(CC(N)=O)c2ccccc23)c1 (stereo not given)	11%[57.1 µM]	x	10%	-14%	-3%[59 µM]	-13%	20%	-13%	6%
COc1ccc(N2CC(NC(=O)C3CC3)CC2=O)cc1OC (stereo not given)	1%	x	11%	-1%	-1%[59 µM]	-20%	-1%	2%	-1%[60.1 µM]
CC1CCCN(C(=O)CSc2c3c(nc4cc(Cl)ccc24)CCCC3)C1 (stereo not given)	-2%	x	1%	-8%	-34%[59 µM]	-10%	-3%	-10%	-16%
O=C(CSc1nc(=O)n(CCN2CCOCC2)c2c1CCC2)Nc1ccc(Cl)c(Cl)c1	-3%	x	3%	-16%	1%[59 µM]	-4%	8%	2%	-8%[60.1 µM]
Cc1cccc(Nc2nc(-c3ccccc3)cs2)n1	u	29%	-19%	-23%	u	-7%	-10%	-9%	-18%
Cc1cccc(NC(=O)c2ccc(NS(=O)(=O)c3c(C)noc3C)cc2)c1	-34%	-6%	5%	-2%	-47%	-8%	1%	-5%	2%
CC1NC(=O)N(C)C2NC(=O)N(C)C(c3ccccc3)C12 (stereo not given)	x	0%	20%	4%	16%[59 µM]	0%	11%	0%	1%
CN1CCN(C(=O)c2cc3ccccc3cc2O)CC1	13%	14%	x	-15%	u	-1%	24%	x	-3%
CCCCN(C)CCC(=O)Nc1ccc(C)cc1	2%	20%	9%	-3%	u	-9%	-8%	-2%	4%
CCOc1cc(C(c2c(C)[nH][nH]c2=O)c2c(C)[nH][nH]c2=O)ccc1OS(=O)(=O)c1ccccc1	-6%	-2%	4%	-33%	u	-12%	u	-4%	-11%
Cc1ccccc1NC(=O)Cc1nc(COC(=O)c2cc([N+](=O)[O-])ccc2N)cs1	-7%	-3%	-11%	-19%	x	-18%	21%	-4%	-3%

Remaining list, next part:
SMILES	BAZ2B inh	APE1 inh	Pol beta inh	JMJD2A Tudor	G9a inh	Pol eta inh	POLI inh	BLM helicase inh	POLK inh
COc1ccc(-c2nc(CSc3nncn4c3cc3sccc34)c(C)o2)cc1OC	-23%	x	u	-21%	-46%[59 µM]	-12%	u	-10%	4%
N#C/C(=C\c1ccc(O)cc1)C(=O)NCc1cccc(Cl)c1	-38%	-21%	30%	-22%	-27%[2.33 µM]	-7%	16%	-9%	8%
CCO[C@H]1OC(C(=O)NCc2ccccc2)=C[C@@H](c2ccc(Br)cc2)[C@@H]1CCCO	-23%	-1%	19%	-17%	-2%[12.7 µM]	-27%	32%[activator]	-8%	-11%
CCNc1nc(OCCNC(C)=O)nc(N(C)C)n1	-27%	-2%	1%	-4%	21%[12.7 µM]	14%	10%	0%	-3%
COC(=O)c1[nH]c2cc(OC)ccc2c1NC(=O)CCN1CCN(Cc2ccc3c(c2)OCO3)CC1	-9%	-2%	-22%	-24%	u	-2%	7%	3%	-9%
CC(C(=O)NCCCn1ccnc1)(c1ccccc1)c1ccccc1	u	3%	39%	-12%	-7%[59 µM]	-23%	119%[activator]	-3%	-3%
COC(=O)/C=C1/SC(=NC(=O)c2cccc([N+](=O)[O-])c2)NC1=O	u	5%	-19%	-10%	20µM*	-16%	7%	0%	4%
Cc1[nH]c2ccccc2c1NC(=O)CN1CCN(Cc2ccc3c(c2)OCO3)CC1	-7%	-2%	5%	x	56µM*	x	x	0%	x
O=C(CC1CCCCC1)OCn1nnc2ccccc2c1=O	30%	-2%	1%	43%[activator]	12%	2%	13%	-6%	-18%
Cc1cc(C)c(NC(=O)CS(=O)CC(=O)Nc2ccc(F)cc2F)c(C)c1 (stereo not given)	-10%	2%	30%	-11%	29%[12.7 µM]	-2%	-21%	-6%	-13%
CCC(C)NS(=O)(=O)c1cc2c3c(c1)CCN3C(=O)CC2 (stereo not given)	1%	-11%	5%	-16%	10%	-1%	-6%	0%	-2%
O=C(CCC1CCCC1)Nc1cc(C(F)(F)F)ccc1N1CCOCC1	17%	21%	x	36%[activator]	-2%	-19%	25%	x	-3%
CCOC(=O)c1c(NC(=O)CSc2nnc(-c3cccc(C)c3)n2CC)sc(C(C)=O)c1C	-20%	-6%	0%	u	10%	u	-7%	-1%	-10%
Cc1cccc(-n2c(Cc3ccccc3)nnc2SCc2nc(-c3cccs3)no2)c1	-11%	x	u	-25%	-7%[59 µM]	-23%	u	-5%	1%
CCOC(=O)c1sc(N)nc1-c1ccccc1	-2%	11%	20%	-27%	u	-8%	10%	5%	-2%
COc1ccc(-c2csc(N(CCCN(C)C)C(=O)c3cc(OC)c(OC)c(OC)c3)n2)cc1	u	39%	1%	-32%	u	1%	-1%	-8%	-5%
CCCN1CCC(=O)N(CCO)CC1	-11%[57.1 µM]	36%	3%	-19%	45µM*	-15%	u	-2%	-44%
COc1ccc(-n2c(C)n[nH]c2=O)cc1OC	9%	-8%	36%	-9%	48%[59 µM]	-4%	23%	-3%	11%
CCOc1ccc(-c2nc3c(c(SCC(=O)N4CCCCC4)n2)Cc2ccccc2O3)cc1	-4%	x	40%	-8%	-24%[59 µM]	-6%	38%[activator]	-2%	-3%
COc1ccc(OC)c(CNS(=O)(=O)c2cc(CN3C(=O)c4cccnc4C3=O)ccc2OC)c1	u	44%	19%	-15%	8%	-13%	26%	4%	8%
O=c1cc(-c2ccccc2)nc2c(-c3ccccc3)c(C(F)(F)F)[nH]n12	17%	-2%	79µM*	43%[activator]	12%	u	20%	-9%	-12%
COc1ccc(C(=O)NCC(c2ccccc2)c2ccccc2)cc1S(=O)(=O)N1CCOCC1	x	x	x	-16%	x	-26%	8%	x	-20%
C=C(C)COc1ccc(-c2nc(N)nc(C(F)(F)F)c2-c2ccc(OC)cc2)c(O)c1	u	-29%	u	u	-22%	-24%	-2%	-20%	-17%
O=C(NCc1ccc2c(c1)OCO2)c1cc(-c2cc(Cl)ccc2O)n[nH]1	-1%	-3%	-27%	-2%	4%	-23%	u	-7%	-7%
COc1cc(/C=N/NC(=O)CCc2c(C)n[nH]c2C)cc(OC)c1OC	10%	2%	16%	-8%	1%[59 µM]	-10%	12%	-5%	-8%

Taken from the results shown, six compounds:
SMILES	BAZ2B inh	APE1 inh	Pol beta inh	JMJD2A Tudor	G9a inh	Pol eta inh	POLI inh	BLM helicase inh	POLK inh
Cc1cccc(-n2c(Cc3ccccc3)nnc2SCc2nc(-c3cccs3)no2)c1	-11%	x	u	-25%	-7%[59 µM]	-23%	u	-5%	1%
CCOC(=O)c1sc(N)nc1-c1ccccc1	-2%	11%	20%	-27%	u	-8%	10%	5%	-2%
COc1ccc(-c2csc(N(CCCN(C)C)C(=O)c3cc(OC)c(OC)c(OC)c3)n2)cc1	u	39%	1%	-32%	u	1%	-1%	-8%	-5%
CCCN1CCC(=O)N(CCO)CC1	-11%[57.1 µM]	36%	3%	-19%	45µM*	-15%	u	-2%	-44%
COc1ccc(-n2c(C)n[nH]c2=O)cc1OC	9%	-8%	36%	-9%	48%[59 µM]	-4%	23%	-3%	11%
CCOc1ccc(-c2nc3c(c(SCC(=O)N4CCCCC4)n2)Cc2ccccc2O3)cc1	-4%	x	40%	-8%	-24%[59 µM]	-6%	38%[activator]	-2%	-3%

(continued)
SMILES	BAZ2B inh	APE1 inh	Pol beta inh	JMJD2A Tudor	G9a inh	Pol eta inh	POLI inh	BLM helicase inh	POLK inh
Cc1ccccc1N1C(=O)C(Cl)=C(N2CCN(c3ccccc3)CC2)C1=O	u	6%	14%	u	u	-7%	32%[activator]	-7%	-10%
Cc1oc(C(=O)O)cc1COc1cccc2ccccc12	-31%	-5%	-1%	-24%	u	-3%	-1%	-3%	-12%
Nc1nc(-c2ccccc2)c(N=Nc2ccccc2Cl)s1	10µM*	-7%	3%	13µM*	10µM*	-22%	3%	-12%	-11%
CCc1ccc(OC)c(S(=O)(=O)NCCOc2ccccc2)c1	47%[activator]	u	15%	-3%	4%	-10%	29%	-19%	-7%
COc1ccc(C(=O)C2CCCN(C(=O)c3cccs3)C2)cc1F (stereo not given)	-6%	10%	18%	-12%	x	-4%	57%[activator]	-3%	-10%
CCCCN1CC(Br)C(=O)NC1=O (stereo not given)	x	x	x	-3%	x	-16%	18%	x	2%
